High-throughput results deposited in PubChem by several laboratories.
hERG rescue – shields human hERG channel from block by proarrhythmic agents; CHO-hERG, FluxOR thallium flux, dofetilide IC70 present; AID 1511; Q12809; 310,000 compounds, 0.51% hits; activation (rescue from dofetilide block), less the hit threshold, % at 10 µM;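 active = activation above the mean of controls blocked by dofetilide plus 5 SD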;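 also: thallium influx through hERG after potassium depolarization seen as dye fluorescence rise; in these data hits start at about 4.7%; inactives centre near -7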
DYRK1A inh – inhibitors of rat Dyrk1A kinase. inhibition, % at 12.5 µM. Q63470. ADP-Glo luminescence, NFATc1 peptide. 310,000 compounds, 0.43% hits; in the data active = inhibition above about 50%;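 also: plate controls were vehicle with enzyme for no effect and no enzyme for full effect; many of its hits are not listed in these tables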
TMEM16A act – activators or potentiators of mouse TMEM16A chloride channel; Q8BHY3; HEK293 TMEM16A/YFP-H148Q/I152L, iodide quench fluorescence; hits give low values; B-score at 10 µM; 340,000 compounds, 0.3% hits; AID 623877;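 active = fluorescence-ratio B-score plate-corrected deviation score at least 3 library SD below zero, with starting fluorescence score within 5 deviations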;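 also: channel opened by trigger with iodide after compound preincubation; score built on the fluorescence ratio of max minus min over baseline; more negative score means more quench and so TMEM16A activation or potentiation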
TMEM16A inh – blocks the mouse calcium-activated chloride channel TMEM16A. HEK293 TMEM16A/YFP iodide influx fluorescence, ionomycin. normalized B-score (activity score, 25-100; higher = stronger inhibition) at 10 µM. 310,000 compounds, 1.2% hits;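 active = ratio plate-corrected score three or more library SD toward inhibition, starting fluorescence score within five deviations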;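 also: score derived from kinetic fluorescence span divided by baseline fluorescence per well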
TRPC4 agonist – TRPC4 (mouse) channel activation; Q9QUQ5; HEK293 TRPC4beta/mu-opioid, Fluo4 calcium fluorescence; hits give high values; B-score at 10 µM; 310,000 compounds, 0.49% hits; AID 2237;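 active = B-score above 5 SD of library B-scores, and initial fluorescence ratio not above library mean plus 5 SD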;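 also: positive B-score marks a calcium rise read as TRPC4 activation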
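Assay system: HEK293 cells stably co-expressing mouse TRPC4beta and mu-opioid receptor / Timing: Fluo4 dye loading 45 min at room temperature, 110 s recording / Signal: Fluo4 calcium-sensitive dye fluorescence, kinetic, 1 Hz baseline / Read-out: integrated baseline-normalised fluorescence ratio, converted to per-well B score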
HDAC3 inh – blocks human histone deacetylase 3; 320,000 compounds, 0.15% hits; inhibition, % at 8.3 µM; recombinant HDAC3, fluorogenic peptide/trypsin coupled, fluorescence; O15379; in the data active = inhibition above about 26%, passing the limit was not always enough; inconclusive = no clear call, values can overlap the other calls
Target sequence (O15379 whole entry, looked up): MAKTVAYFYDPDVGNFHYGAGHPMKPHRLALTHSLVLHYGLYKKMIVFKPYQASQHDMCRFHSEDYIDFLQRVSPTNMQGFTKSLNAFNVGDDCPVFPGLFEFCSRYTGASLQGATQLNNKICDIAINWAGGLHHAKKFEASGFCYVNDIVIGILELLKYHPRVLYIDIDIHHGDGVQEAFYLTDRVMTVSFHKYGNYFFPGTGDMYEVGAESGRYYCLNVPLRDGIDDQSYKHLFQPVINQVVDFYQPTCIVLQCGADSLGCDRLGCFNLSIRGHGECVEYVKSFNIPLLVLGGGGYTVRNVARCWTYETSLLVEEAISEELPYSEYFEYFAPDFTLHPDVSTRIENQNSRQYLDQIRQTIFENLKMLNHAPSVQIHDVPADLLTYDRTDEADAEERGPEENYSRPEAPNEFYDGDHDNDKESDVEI
TRPC4 PAM – TRPC4 (mouse) allosteric potentiation; Q9QUQ5; AID 2227; HEK293 TRPC4beta/mu-opioid, DAMGO EC20, Fluo-4 Ca2+ flux; hits give high values; B-score at 10 µM; 310,000 compounds, 0.42% hits;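 active = B-score of calcium response area above 5 SD of library B-scores, with initial fluorescence ratio within 5 SD of library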;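 also: B-score of integrated fluorescence ratio over time as area under calcium response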
KCNK9 inh – blocks the human KCNK9 two-pore domain potassium channel; B-score at 10 µM; Q9NPC2; 310,000 compounds, 1.2% hits; AID 488922; HEK293 KCNK9, FluxOR thallium flux fluorescence; hits give low values;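 active = ratio B-score over 3 SD below the library mean, with starting fluorescence within 5 SD of its mean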;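 also: negative B-score means less thallium flux so channel inhibition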
KCNQ1 inh – human KCNQ1 channel inhibition. P51787. CHO-K1 KCNQ1, FluxOR thallium flux fluorescence; hits give high values. B-score at 10 µM. 310,000 compounds, 1.3% hits. AID 2642;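 active = compounds whose thallium flux B-score, printed positive for inhibition, exceeds three library SD while starting fluorescence stays within three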;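 also: channel opened by potassium depolarization with thallium stimulus after 20 min compound exposure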
Target sequence (P51787 whole entry, looked up): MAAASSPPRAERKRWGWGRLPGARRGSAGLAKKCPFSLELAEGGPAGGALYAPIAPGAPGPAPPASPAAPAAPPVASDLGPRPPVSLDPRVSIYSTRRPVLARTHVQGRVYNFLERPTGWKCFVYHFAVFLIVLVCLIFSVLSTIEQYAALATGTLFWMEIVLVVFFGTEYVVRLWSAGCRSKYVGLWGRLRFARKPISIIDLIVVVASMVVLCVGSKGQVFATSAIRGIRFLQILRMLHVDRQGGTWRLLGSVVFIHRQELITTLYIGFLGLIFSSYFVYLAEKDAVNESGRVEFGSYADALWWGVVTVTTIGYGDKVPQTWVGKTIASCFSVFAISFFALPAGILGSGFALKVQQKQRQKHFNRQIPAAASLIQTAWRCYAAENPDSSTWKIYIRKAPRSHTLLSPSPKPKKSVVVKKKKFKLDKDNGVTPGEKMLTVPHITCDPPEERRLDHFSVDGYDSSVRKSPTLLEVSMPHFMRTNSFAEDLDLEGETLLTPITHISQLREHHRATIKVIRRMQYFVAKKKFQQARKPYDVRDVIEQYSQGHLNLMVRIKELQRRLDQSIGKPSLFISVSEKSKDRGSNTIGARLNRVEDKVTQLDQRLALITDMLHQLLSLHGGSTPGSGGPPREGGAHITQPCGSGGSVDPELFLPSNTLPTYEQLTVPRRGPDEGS
KCNQ1 pot – potentiates or activates the human KCNQ1 potassium channel. P51787. CHO-K1 KCNQ1, thallium flux FluxOR fluorescence; hits give high values. B-score at 10 µM. 310,000 compounds, 0.35% hits;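 active = fluorescence ratio B-score, a plate-corrected score, at least three library SD, with initial intensity B-score within 5 SD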
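System: Stable KCNQ1 CHO-K1 line | Incubation: 90 min dye loading and 20 min compound exposure, both at room temperature | Measure: Ratio B score | Medium: Assay buffer for compound exposure, DMSO matched across wells | Compound dosing: Single-concentration screen | Probe or stimulus: K+/Tl+ depolarizing stimulus | Measured by: Kinetic FluxOR fluorescence, 10 s baseline plus 110 s post-stimulus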
KCNK3 inh – human KCNK3 channel inhibition, primary screen. O14649. 340,000 compounds, 0.84% hits. B-score at 10 µM. CHO-KCNK3 thallium flux, FluxOR fluorescence; hits give low values. AID 602410;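 active = B-score under library mean minus 4 SD, starting fluorescence ratio at most library mean plus 5 SD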;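 also: more negative B-score means stronger inhibition of thallium flux through KCNK3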
* hit, by the source's call; i = inactive; ? = inconclusive; / = no result given.

SMILES | hERG rescue | DYRK1A inh | TMEM16A act | TMEM16A inh | TRPC4 agonist | HDAC3 inh | TRPC4 PAM | KCNK9 inh | KCNQ1 inh | KCNQ1 pot | KCNK3 inh
CCOP(=O)(OCC)C(NC(=O)c1ccc(C)cc1)=C(Cl)Cl | -7 | 3 | i | i | i | -7 | i | i | i | i | i
CN1CCc2nc(SCc3cccc(Br)c3)c(C#N)cc2C1 | -1 | 1 | i | i | i | -1 | i | i | i | i | i
CCCCCCn1c(O)c(C=NC2CCN(Cc3ccccc3)CC2)c(=O)[nH]c1=O | -16 | 5 | i | i | i | 7 | i | i | i | i | i
O=C(C[N+]12CCC(CC1)C(OC(=O)c1ccccc1)C2)c1ccc([N+](=O)[O-])cc1 (centres undefined) | -11 | / | i | i | i | 5 | i | i | i | i | i
CC1CCN(CCc2nc3ccccc3[nH]2)CC1 | -7 | -3 | i | i | i | / | i | i | i | i | i
COc1ccc(C2NCc3ccc4c(c3-n3cccc32)OCO4)cc1O (centres undefined) | -7 | / | / | i | i | 5 | i | i | i | i | /
CC12CCCCC1=[N+]([O-])CN2O (centres undefined) | -6 | 1 | i | i | i | -7 | i | i | i | i | i
O=c1[nH]c(=S)n(-c2ccccc2F)c(O)c1C=Nc1ccc(N2CCOCC2)cc1 | -10 | 11 | i | i | i | 11 | i | i | i | i | i
O=C(c1ccc2c(c1)ncn2C1CCCCC1)N1CCC2(CC1)OCCO2 | -11 | / | / | i | i | 0 | i | i | i | i | /
Cc1ccc(N2C(=O)/C(=C/N3CCN(C(=O)c4ccco4)CC3)C(=O)NC2=S)cc1C | -4 | 17 | i | i | i | 1 | i | i | i | i | i
Fc1ccc(CNCCc2ccccc2F)cc1 | -6 | 0 | i | i | i | -4 | i | i | i | i | i
CSc1ccc(C(c2c(O)c3ccccc3oc2=O)c2c(C)n(C)n(-c3ccccc3)c2=O)cc1 (centres undefined) | -12 | 3 | i | i | i | -1 | i | i | i | i | i
O=C1CC(N2CC=C(c3ccc(F)cc3)CC2)C(=O)N1c1ccc(F)cc1 (centres undefined) | -11 | 7 | i | i | i | -6 | i | i | i | i | i
COC(=O)CCCC(NC(=S)N1CC2C[C@@H](C1)Cn1c2cccc1=O)C(=O)OC (some centres undefined) | -9 | / | i | i | i | -4 | i | i | i | i | i
Cn1c(O)c(C=Nc2ccccc2Sc2ccccc2)c(=O)n(C)c1=O | -4 | -2 | i | i | i | 0 | i | i | i | i | i
C=CCn1c(O)c(C(C)=NCc2ccc3c(c2)OCO3)c(=O)[nH]c1=O | -9 | 7 | i | i | i | 5 | i | i | i | i | i
C=CCn1c(O)c(C(C)=NCCN2CCOCC2)c(=O)[nH]c1=O | -4 | 4 | i | i | i | 8 | i | i | i | i | i
COc1ccccc1N1C(=O)NC(=O)/C(=C/c2ccc3c4c(cccc24)CC3)C1=O | 3 | 1 | i | i | i | 9 | i | i | i | i | i
Clc1ccc(CN2CCNCC2)cc1 | -4 | -1 | i | i | 54* | 12 | i | i | i | i | i
NCC(O)c1cc(O)c(O)cc1F (centres undefined) | / | 10 | i | i | / | -3 | / | / | / | / | i
COC(=O)C1=C(c2cc3ccccc3o2)C[C@@H]2CC[C@H]1N2C(=O)NCCCOC(C)C | -9 | 10 | i | i | i | 2 | i | i | i | i | i
O=c1[nH]c(O)c(N=Nc2cc([N+](=O)[O-])ccc2O)c(=O)[nH]1 | -5 | 8 | i | i | i | 7 | i | i | i | i | i
Cn1c(O)c(C(=NCCN2CCCCC2)c2ccccc2Cl)c(=O)n(C)c1=O | -11 | -2 | i | i | i | 0 | i | i | i | i | i
CCN1CCN(c2cc(N3CCCC3)c(F)cc2[N+](=O)[O-])CC1 | -7 | / | i | i | i | 10 | i | i | i | i | i
O=S(=O)(c1ccc(Cl)cc1)N1CCCC1c1cccnc1 (centres undefined) | -3 | -3 | i | i | i | -5 | i | i | i | i | i
CCOP(=O)(OCC)C(O)c1cccnc1 (centres undefined) | -6 | -2 | i | i | i | 5 | i | i | i | i | i
CCCCOCCCn1c(N)c(C(=O)OCCOC)c2nc3ccccc3nc21 | -18 | 8 | i | i | i | -75 | i | i | i | i | i
COc1ccc(C(=O)NC(=S)N2C[C@H]3C[C@H](C2)c2cccc(=O)n2C3)cc1OC | -7 | 1 | i | i | i | 0 | i | i | i | i | i
CNC(=O)N(C)c1nnc(C(C)(C)C)s1 | -8 | -7 | i | i | i | 4 | i | i | i | i | i
Cc1ccc(-c2cc(-c3ccccc3)cc(-c3ccccc3)[n+]2-c2ccc(C(=O)O)cc2)cc1 | -3 | 3 | i | i | i | -8 | i | i | i | i | i
Nc1ncnc2c1ccn2[C@@H]1O[C@H](CO)[C@@H](O)[C@H]1O | -11 | 32 | i | i | i | 0 | i | i | i | i | i
O=C(c1ccc2c(=O)n(Cc3ccc4c(c3)OCO4)c(=S)[nH]c2c1)N1CCC2(CC1)OCCO2 | -6 | 1 | i | i | i | -2 | i | i | i | i | i
CN1c2ccc([N+](=O)[O-])cc2CC2(C(=O)NC(=O)N(c3ccc(Br)cc3)C2=O)C1c1ccccc1 (centres undefined) | -5 | 0 | i | i | i | 18 | i | i | 6* | i | i
O=C(CN1CCCCC1)NCC(=O)Nc1ccc(Br)cc1C(=O)c1ccccc1 | -18 | 1 | i | i | i | 5 | i | i | i | i | i
CCOC(=O)c1cccc([P+](=O)O)c1 | -14 | -5 | i | i | i | -1 | i | i | i | i | i
COc1cc(CC2(CCc3ccncc3)C(=O)N(C)C(=O)N(C)C2=O)cc(OC)c1OC | -17 | 1 | i | i | i | ? | i | i | i | i | i
CCCCn1c(O)c(C=NCc2ccc3c(c2)OCO3)c(=O)[nH]c1=O | -7 | 1 | i | i | i | 5 | i | i | i | i | i
Cc1cc(OCc2ccc([N+](=O)[O-])cc2)c2c3c(c(=O)oc2c1)CCCC3 | -3 | -12 | i | i | i | / | i | i | i | i | i
CC(C)CCNC(=O)CN1C(=O)CN=C(c2ccccc2)c2ccccc21 | -13 | -4 | i | i | i | 9 | i | i | i | i | i
COc1ccccc1/C=C1/C(=N/O)C2CCN1CC2 | -11 | -3 | i | i | i | 9 | i | i | i | i | i
CCN(CC)CCOC(=O)C(O)(c1ccccc1)c1ccccc1 | / | 2 | i | i | / | 4 | / | / | / | / | i
O=c1[nH]c(=O)n(Cc2ccco2)c(O)c1C=NCCCn1ccnc1 | -4 | -9 | i | i | i | 12 | i | i | i | i | i
Cn1cc(C(=O)NCc2ccccc2)c2ccccc21 | 3 | / | i | i | i | / | i | i | i | i | i
COc1cc2c(C(=O)N3CCN(C)CC3)c(C)n(C)c2cc1Br | -8 | 13 | i | i | i | -1 | i | i | i | i | i
CC1CCCCN1Cc1cccnc1 (centres undefined) | -10 | 1 | i | i | i | -13 | i | i | i | i | i
CCC(=O)c1cn(Cc2ccc(C#N)cc2)c2ccccc12 | -5 | 2 | i | i | i | -5 | i | i | i | i | i
Oc1cc2c(cc1CN1CCN(c3ccccc3F)CC1)OCO2 | -6 | 3 | i | i | i | 2 | i | i | i | i | i
CCCn1c(C(=O)c2ccccc2OC)nc2ccccc21 | -6 | 0 | i | i | i | 1 | i | i | i | i | i
CCOc1cccc(CNC2CN3CCC2CC3)c1 (centres undefined) | -13 | -5 | i | i | i | 4 | i | i | i | i | i
COC1CCCCC1NCCc1ccccc1 (centres undefined) | 5.0* | -4 | i | i | i | 5 | i | i | i | i | i
Cc1cc(OC(C)C(=O)NCC2CCC(C(=O)O)CC2)c2c3c(c(=O)oc2c1)CCC3 (centres undefined) | -3 | -3 | i | i | i | -39 | i | i | i | i | i
O=c1[nH]c(=O)n(C2CCCCC2)c(O)c1C=NCCCn1ccnc1 | -7 | 7 | i | i | i | -3 | i | i | i | i | i
COc1ccc2c(C)c(CC(=O)N3C[C@H]4C[C@@H](C3)c3cccc(=O)n3C4)c(=O)oc2c1 | -4 | -3 | i | i | i | -49 | i | i | i | i | i
COc1ccc(O)c(CN2CCCC(C(=O)c3sccc3C)C2)c1 (centres undefined) | -27 | 2 | i | i | i | 3 | i | i | i | i | i
O=C(c1cc(F)ccc1F)C1CCCN(Cc2ccc3nonc3c2)C1 (centres undefined) | -5 | / | i | i | i | 1 | i | i | i | i | i
O=C(NC(Cc1cnc[nH]1)C(=O)O)c1ccccc1 (centres undefined) | -8 | -2 | i | i | i | 8 | i | i | i | i | i
CCC1(C)CC(CCNCc2ccc(N(C)C)cc2)(c2ccc(F)cc2)CCO1 (centres undefined) | -10 | -5 | i | i | 114* | -2 | i | i | i | i | i
COCCCNC(=O)c1c(N)n(Cc2ccco2)c2nc3ccccc3nc12 | -7 | / | i | i | i | -20 | i | i | i | i | i
OC1(c2ccc(F)cc2)CCNC1 (centres undefined) | -9 | -3 | i | i | i | -4 | i | i | i | i | i
O=C1C2CCN(CC2)C12CC2c1ccc(C(F)(F)F)cc1 (centres undefined) | -5 | / | i | i | i | -1 | i | i | i | i | i

Exported with two lines to a compound: entries from further up
Value order: hERG rescue, DYRK1A inh, TMEM16A act, TMEM16A inh, TRPC4 agonist, HDAC3 inh, TRPC4 PAM, KCNK9 inh, KCNQ1 inh, KCNQ1 pot, KCNK3 inh
O=C(c1cc(F)ccc1F)C1CCCN(Cc2ccc3nonc3c2)C1 (centres undefined)
  -5, /, i, i, i, 1, i, i, i, i, i
O=C(NC(Cc1cnc[nH]1)C(=O)O)c1ccccc1 (centres undefined)
  -8, -2, i, i, i, 8, i, i, i, i, i
CCC1(C)CC(CCNCc2ccc(N(C)C)cc2)(c2ccc(F)cc2)CCO1 (centres undefined)
  -10, -5, i, i, 114*, -2, i, i, i, i, i
COCCCNC(=O)c1c(N)n(Cc2ccco2)c2nc3ccccc3nc12
  -7, /, i, i, i, -20, i, i, i, i, i
OC1(c2ccc(F)cc2)CCNC1 (centres undefined)
  -9, -3, i, i, i, -4, i, i, i, i, i
O=C1C2CCN(CC2)C12CC2c1ccc(C(F)(F)F)cc1 (centres undefined)
  -5, /, i, i, i, -1, i, i, i, i, i

Not all compounds are listed; count on the stated rates, not on these rows.
